Screens deposited in PubChem BioAssay by National Center for Advancing Translational Sciences (NCATS).
D1 ag: Allosteric Agonists of the Human D1 Dopamine Receptor: qHTS | 1% of 360,000 active | D(1A) dopamine receptor (Homo sapiens), P21728 | HEK293 T-REx D1 cells, calcium flux, agonist mode | AID 504660, 2011 | activation, % at 2 µM; in the data active means activation above about 30%; further: 0% is about no effect
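Tetracycline-induced HEK293 TREx D1 cells, force-coupled to calcium signalling, were dye-loaded with a no-wash calcium kit. Compound was pin-added after a 10 s baseline. Fluorescence was read kinetically at 1 cycle/s for 180 s, with calcium rises flagged as agonism.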
RXFP1 antag: qHTS Assay for Antagonists of the Relaxin Receptor RXFP1; AID 1259400, 2018; HEK293-RXFP1, relaxin-stimulated cAMP HTRF, 30 min; stronger effect = lower value; Relaxin receptor 1 (Homo sapiens), Q9HBX9; activity change, negative = inhibition, % at 57.5 µM; 0.59% of 350,000 active;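 active means activity change of -60% or lower, but not beyond a set lower limit; inconclusive means change between -60% and -40%, or beyond the set limit; inactive means change above -40%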; further: on the % scale 0 is the no-effect control and ±100 the full control effect
D2 PAM: HTS Assay for Positive Allosteric Modulators of the Human D2 Dopamine Receptor: Primary Screen for Potentiators; 0.34% of 340,000 active; HEK293 T-REx D2, calcium flux, EC20 dopamine potentiation; D(2) dopamine receptor (Homo sapiens), P14416; potentiation, % at 10 µM;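 active means potentiation over 3 SD above the plate norm, cut at about 30% in these data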; further: 0% is about no effect
Target sequence (P14416 whole entry, looked up): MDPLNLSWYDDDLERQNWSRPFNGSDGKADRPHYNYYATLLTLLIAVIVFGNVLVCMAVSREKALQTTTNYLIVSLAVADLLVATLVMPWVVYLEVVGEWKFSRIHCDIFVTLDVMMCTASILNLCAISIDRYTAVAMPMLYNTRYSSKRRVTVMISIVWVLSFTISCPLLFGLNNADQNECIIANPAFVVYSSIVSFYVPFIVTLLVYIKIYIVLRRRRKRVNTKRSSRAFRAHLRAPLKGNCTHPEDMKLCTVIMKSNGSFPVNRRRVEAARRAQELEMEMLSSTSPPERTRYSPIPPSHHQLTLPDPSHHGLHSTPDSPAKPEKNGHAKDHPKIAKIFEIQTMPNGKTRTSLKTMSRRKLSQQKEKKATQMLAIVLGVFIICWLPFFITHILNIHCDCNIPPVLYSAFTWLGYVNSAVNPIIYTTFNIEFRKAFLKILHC
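Primary screen. Calcium kinetics in induced HEK293 T-REx D2 cells: compound pre-addition 180 s, EC20 dopamine, 180 s more.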
D1 antagonist: Antagonist of Human D 1 Dopamine Receptor: qHTS; D(1A) dopamine receptor (Homo sapiens), P21728; HEK293 TREx D1 cells, calcium flux, dopamine EC80; stronger effect = lower value; activity change, negative = inhibition, % at 10 µM; 3.2% of 360,000 active; in the data active means activity change below about -30%; further: on the % scale 0 is the no-effect control and ±100 the full control effect
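Compound effects on dopamine-evoked calcium signalling were measured in tetracycline-induced HEK293 Trex D1 cells. Dopamine at EC80 followed a 180 s compound pre-read, and fluorescence was tracked kinetically for 180 s more.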
TRHR enhancer: qHTS for Small Molecule Agonists and Allosteric Enhancers of Human TRH Receptor: Primary Screen for Enhancers; enhancement, % at 2 µM; Thyrotropin-releasing hormone receptor (Homo sapiens), P34981; TRHR cells, fluo-8 calcium fluorescence, EC20 TRH enhancement; AID 493056, 2011; 0.66% of 360,000 active; in the data active means enhancement above about 30%; further: 0% is about no effect
Target sequence (P34981 whole entry, looked up): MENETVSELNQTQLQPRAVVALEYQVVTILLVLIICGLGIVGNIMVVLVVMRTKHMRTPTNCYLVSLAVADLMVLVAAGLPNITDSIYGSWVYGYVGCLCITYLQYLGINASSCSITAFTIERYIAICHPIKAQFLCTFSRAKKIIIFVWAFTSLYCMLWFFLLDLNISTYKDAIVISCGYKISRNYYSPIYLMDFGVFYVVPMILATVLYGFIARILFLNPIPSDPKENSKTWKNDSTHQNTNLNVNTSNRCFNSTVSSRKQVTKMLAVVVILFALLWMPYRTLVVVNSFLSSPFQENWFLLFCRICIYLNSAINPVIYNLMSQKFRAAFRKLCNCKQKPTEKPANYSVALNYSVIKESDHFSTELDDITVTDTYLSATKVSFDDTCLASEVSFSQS
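Enhancer read-out: after compound pinning and an initial kinetic agonist-mode read, an EC20 of TRH (10 nM final) was injected and fluo-8 calcium signal (Ex 480/Em 530) followed at 1 s/cycle for 100 cycles in TRHR-expressing cells.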
TRHR agonist: qHTS for Small Molecule Agonists and Allosteric Enhancers of Human TRH Receptor: Primary Screen for Agonists; 0.18% of 360,000 active; TRHR cells, calcium flux fluo-8, FDSS agonist mode; AID 493084, 2011; Thyrotropin-releasing hormone receptor (Homo sapiens), P34981; activation, % at 2 µM; in the data active means activation above about 30%; further: 0% is about no effect
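In this calcium-flux screen, cells bearing human TRHR are dye-loaded with fluo-8, baselined for 10 cycles, then exposed to library compounds; positive kinetic calcium responses during the agonist phase mark hits, with TRH as control.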
D1 potentiator: Potentiators of Human D1 Dopamine Receptor: qHTS | D(1A) dopamine receptor (Homo sapiens), P21728 | HEK293 TREx D1 cells, calcium flux, dopamine EC20 potentiation | potentiation, % at 10 µM | 0.036% of 360,000 active | AID 504651, 2011; in the data active means potentiation above about 30%; further: 0% is about no effect
RXFP1 agonist: qHTS Assay for Agonists of the Relaxin Receptor RXFP1; HEK293T-RXFP1 cAMP TR-FRET, 30 min; response scale: percent of porcine relaxin response, buffer zero; Relaxin receptor 1 (Homo sapiens), Q9HBX9; Potency, µM (titrated, usually from 57.5 µM), without a hit: at the top dose activation, most hits filed as activators; 0.3% of 370,000 active; AID 2676, 2010; further: potency means the concentration at half of the fitted maximal effect; on the % scale 0 is the no-effect control and ±100 the full control effect; nearly all actives have a fitted effect of over 60% in size; many of its hits are not listed in these tables
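HEK293T cells stably expressing RXFP1 were pretreated with the PDE4 inhibitor Ro 20174, exposed to compounds for 30 min at 37C, lysed, and cAMP was read by TR-FRET. Data normalized to buffer (basal) and 29 nM porcine relaxin (100%).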
Apoferritin bind: qHTS Assay for Identification of Novel General Anesthetics. apoferritin/1-aminoanthracene competitive binding, fluorescence. Potency, µM (highest dose often 77.5 µM), for inactives: at the top dose activity change, negative = displacement, actives largely listed as inhibitors. AID 485281, 2010. 0.074% of 350,000 active; further: potency means the concentration at half of the fitted maximal effect; on the % scale 0 is the no-effect control and ±100 the full control effect; nearly all actives have a fitted effect of over 20% in size
Target sequence (P02791 2-175 limits assumed): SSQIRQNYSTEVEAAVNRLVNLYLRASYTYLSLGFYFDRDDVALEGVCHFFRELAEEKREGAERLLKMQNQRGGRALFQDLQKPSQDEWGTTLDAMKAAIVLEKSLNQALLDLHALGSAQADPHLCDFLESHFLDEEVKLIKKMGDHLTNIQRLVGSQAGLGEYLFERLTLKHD
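Horse-spleen apoferritin (10 uM) was mixed with 50% saturated 1-aminoanthracene in PBS, exposed to compounds for 10 min at room temperature, and read for fluorescence (ex 380 nm, em 535 nm). Competitive displacement was fitted with a four-parameter Hill equation.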
Numbers without * were called inactive; ? = inconclusive; / = no result given; & = joins results of further samples. Unless noted, the call rests on the fitted dose curve; in most records, active means well fitted curve in the direction sought with a large enough effect; inconclusive means small, poorly fitted or top-dose-only effect, or another doubt; inactive means no such curve, though single readings can be large; an effect the other way counts as inactive or inconclusive. The list is partial, so the mix of outcomes need not match the whole.

SMILES	D1 ag	RXFP1 antag	D2 PAM	D1 antagonist	TRHR enhancer	TRHR agonist	D1 potentiator	RXFP1 agonist	Apoferritin bind
CCc1nc2ccccc2c(C(=O)Nc2cc(C)ccc2C)c1C	-0.2	9.5	14.9	43.2	-3.5	-0.2	-4.6	-0.3%	-3.0%
N#Cc1c(NC(=S)NC(=O)C2CCCC2)sc2c1CCCCC2	3.4	-18.1	-1.5	-20.3	-5.5	-0.3	4.8	-0.5%	-12.5%
COCCCNC(=O)CSC1=Nc2ccccc2C2=NC(CCC(=O)NCc3ccccc3OC)C(=O)N12 (stereo not given)	0.7	-14.1	-3.2	21.5	6.0	0.6	2.5	8.2%	-1.6%
Cn1nc(C(C)(C)C)cc1C(=O)NNC(=O)c1cccc(Cl)c1	7.1	-2.4	-0.1	-0.2	-5.7	0.2	-3.9	-0.1%	-6.0%
CN(C)c1ccc(C(CNC(=O)c2ccco2)N2CCCC2)cc1 (stereo not given)	3.5	-0.5	-15.6	6.1	-2.4	1.0	-0.7	-2.0%	-3.5%
CCOC(=O)c1oc2c(CN3CCCCC3C)c(O)ccc2c(=O)c1-c1ccc(OC)c(OC)c1 (stereo not given)	3.2	-5.7	7.4	-4.6	7.1	1.1	-4.2	1.4%	1.9%
CCc1c(C)c2ccc(OC(C)C(=O)NC(Cc3c[nH]c4ccc(O)cc34)C(=O)O)c(C)c2oc1=O (stereo not given)	2.2	/	10.6	-4.2	2.1	-0.7	-0.2	0.5%	2.2%
C=CCN1C(=NC(=O)CC)SC2CS(=O)(=O)CC21 (stereo not given)	-1.1	-13.3	8.2	3.7	1.8	0.0	-7.7	1.6%	-9.8%
CN1CCN(c2ncnc3c2c(-c2ccccc2)cn3-c2ccc(F)cc2)CC1	1.9	?	4.0	-41.8*	1.4	-0.6	-14.1	-0.1%	-15.0%
Cc1cc(C)cc(NC(=O)C(=O)NCCc2c[nH]c3ccccc23)c1	1.1	-2.7	3.0	-6.5	-0.9	0.1	-2.3	0.9%	-17.5%
CN(C)CCNc1nc(-c2ccco2)c2c(c1C#N)CC(C)(C)OC2	0.5	-1.2	10.4	8.6	7.0	-0.2	-4.4	1.4%	24.3%
CCOc1ccc(CCNC(=O)C2CC(=O)N(CCc3ccc(OC)c(OC)c3)C2)cc1OCC (stereo not given)	0.7&-1.0	-8.4&3.4	0.9&-12.5	-13.1&3.9	1.7&3.1	0.3&0.6	-4.8&0.4	-0.1%&-4.7%	1.1%
COC(=O)CNC(=O)C(Cc1ccccc1)NS(=O)(=O)c1ccc2c(c1)c(=O)n(C)c(=O)n2C (stereo not given)	0.2&2.7	0.5	2.2&5.2	-2.9&-7.0	-2.3&10.6	0.0&0.2	12.7&-3.4	8.5%&14.4%	-1.4%&-21.7%
CC(CC(=O)Nc1cc(S(=O)(=O)N2CCOCC2)ccc1OCC(F)(F)F)c1ccccc1 (stereo not given)	2.1	3.5	10.0	4.3	-4.3	-0.5	9.8	1.4%	/
Cc1cc(NC(=O)CSCc2ccccc2)no1	0.8	-6.5	-1.8	4.0	-5.1	0.1	-4.2	2.4%	?
COc1ccc(CCN(C)C(=O)c2cc(-c3ccccc3)nc3ccccc23)cc1OC	1.4	-2.4	2.4	16.2	-6.6	1.7	-8.7	3.8%	?
O=c1[nH]c(SCc2ccc(Cl)cc2)nc2ccsc12	5.7	4.7	-1.6	-13.7	1.6	-0.2	-3.8	0.4%	-21.1%
C/C(CC(=O)Nc1cc(Cl)ccc1C)=N\NC(N)=O	4.7	6.0	5.7	4.6	-4.4	1.7	-6.8	-0.6%	-8.6%
CCc1cccc(C)c1NS(=O)(=O)c1c(C(=O)N2CCC(C)CC2)c(C)n(C)c1C	2.6	-2.3	/	-1.6	-7.5	-0.7	0.6	-0.2%	-2.2%
CCCn1c(C)cc(C(=O)COc2ncnc3sccc23)c1C	-0.4	-7.2	9.3	11.4	-0.8	0.4	2.2	0.0%	-19.6%
O=C(CSc1nc(-c2ccco2)cc(C(F)(F)F)n1)Nc1ccccc1C(F)(F)F	3.9	-17.4	2.0	9.4	-4.9	0.8	-1.1	1.0%	-3.0%
O=C1NN=C(c2ccccc2)CC1c1ccc(Cl)cc1Cl (stereo not given)	0.5	-8.1	-2.1	-14.9	-5.6	-0.3	-5.2	0.4%	-15.4%
CCc1ccc(S(=O)(=O)N2CCN(Cc3ccco3)CC2)cc1	3.1	-7.2	2.0	-14.3	-0.2	-0.9	0.7	-1.2%	-11.3%
O=C(NCc1cccs1)C1CCCN(S(=O)(=O)c2cccs2)C1 (stereo not given)	0.9	-3.1	2.3	8.9	-0.5	-0.5	-9.7	-0.6%	-4.2%
CC(C)Cc1nnc(NC(=O)CCc2ccccc2)s1	3.4	7.4	-2.7	3.9	2.9	0.2	-1.1	3.5%	-8.2%

Overlap with the part before: 5 compounds; new compounds follow.
SMILES	D1 ag	RXFP1 antag	D2 PAM	D1 antagonist	TRHR enhancer	TRHR agonist	D1 potentiator	RXFP1 agonist	Apoferritin bind
O=C(CSc1nc(-c2ccco2)cc(C(F)(F)F)n1)Nc1ccccc1C(F)(F)F	3.9	-17.4	2.0	9.4	-4.9	0.8	-1.1	1.0%	-3.0%
O=C1NN=C(c2ccccc2)CC1c1ccc(Cl)cc1Cl (stereo not given)	0.5	-8.1	-2.1	-14.9	-5.6	-0.3	-5.2	0.4%	-15.4%
CCc1ccc(S(=O)(=O)N2CCN(Cc3ccco3)CC2)cc1	3.1	-7.2	2.0	-14.3	-0.2	-0.9	0.7	-1.2%	-11.3%
O=C(NCc1cccs1)C1CCCN(S(=O)(=O)c2cccs2)C1 (stereo not given)	0.9	-3.1	2.3	8.9	-0.5	-0.5	-9.7	-0.6%	-4.2%
CC(C)Cc1nnc(NC(=O)CCc2ccccc2)s1	3.4	7.4	-2.7	3.9	2.9	0.2	-1.1	3.5%	-8.2%
O=C(NC1CCS(=O)(=O)C1)C1C2CC3CC(C2)CC1C3 (stereo not given)	2.0	6.3	-0.1	-1.0	0.7	-0.6	-1.1	-0.1%	-8.3%
Cc1ccc(S(=O)(=O)N2CCOCC2)s1	6.6	9.7	8.6	-20.7	1.8	1.2	-3.1	-2.0%	-3.2%
CCc1ccc(C(=O)c2cnc3ccc(C)cc3c2S(=O)(=O)c2ccc(OC)cc2)cc1	6.1	-17.0	0.6	14.7	6.2	1.3	-3.0	-0.6%	3.7%
CC(=O)Nc1ccc(NC(=O)C2CCCCN2S(=O)(=O)c2ccc(C(C)(C)C)cc2)cc1 (stereo not given)	3.3	-3.5	-5.1	4.4	-0.8	0.6	-4.5	-1.0%	-0.9%
O=C(NCc1ccc2c(c1)OCO2)c1ccc2c(c1)N(Cc1ccccc1)C(=O)c1ccccc1S2=O (stereo not given)	4.0	/	8.0	11.2	7.0	-0.4	-1.6	2.6%	-9.7%
COCCn1nnnc1C(c1ccccc1OC)N1CCN(C(=O)c2ccco2)CC1 (stereo not given)	1.8	-4.1	-4.3	-4.2	-7.6	0.4	5.7	0.4%	13.2%
COc1ccc(CNC(=O)C/C(C)=N/NC(=O)c2ccc([N+](=O)[O-])cc2Cl)cc1	1.2	-10.3	/	4.3	-5.4	-0.1	-0.5	-1.0%	-16.3%
O=C(Cn1nc(Cc2cccnc2)c2ccccc2c1=O)Nc1cccc(C(F)(F)F)c1	0.4	10.6	-0.7	4.6	4.0	-1.5	1.1	7.9%	-20.6%
COC(=O)c1ccc(NC(=O)CC2C(=O)N(c3ccccc3)C(=O)N2Cc2cccs2)cc1 (stereo not given)	0.5	-5.5	-11.4	-12.6	2.4	0.3	-5.1	0.9%	1.7%
CCN(CC)S(=O)(=O)c1cccc(NC(=O)COC(=O)/C=C/c2cccs2)c1	19.4	-8.8	-9.4	-30.7*	-2.4	0.4	-4.7	-0.4%	?
COc1ccccc1OCC(=O)NCCSCc1ccccc1Cl	6.4	-5.4	-3.8	-16.7	-17.3	-3.6	-0.3	0.6%	-2.4%
COC(=O)c1ccc2c(=O)[nH]c(CSc3nc(-c4ccc(F)cc4)cs3)nc2c1	3.9	-8.2	-5.6	-17.6	13.7	-0.2	-3.1	8.8%	2.5%
COc1ccc(OC)c(NC(=O)CCN2CCN(c3ccccc3)CC2)c1	3.0	10.3	-28.1	1.8	-2.0	0.0	5.9	0.0%	-18.1%
O=C(CC(Nc1ccccc1)C(=O)O)c1ccccc1 (stereo not given)	2.8	-3.7	-2.5	5.1	2.4	0.3	4.1	1.6%	?
Cc1cc(C)c(NC(=O)CNC(=O)c2cc(C3CC3)nn2-c2ccccc2)c(C)c1	4.4	-0.9	/	6.0	-1.7	0.1	/	0.1%	/
C/C(=N/NC(=O)CNC(=O)c1cccnc1)c1ccc([N+](=O)[O-])cc1	3.8	7.3	-1.8	-2.4	-2.5	0.9	-8.0	7.8%	?
CSc1nc(=S)n(-c2ccc([N+](=O)[O-])cc2)c(C)c1C(C)=O	2.5	8.6	0.4	1.6	-0.2	0.3	2.7	-0.5%	-9.3%
CC1CCN(C(=O)CSc2nc(=O)n3cc(Cl)ccc3n2)CC1	0.6	-1.8	2.7	2.0	-9.5	0.1	4.3	11.2%	/
Cc1cc(NC(=O)c2c(Cl)cccc2Cl)no1	2.5	1.2	-0.6	13.7	30.4*	-0.8	-4.7	-0.7%	-6.3%
